# DRD3 agonist – qHTS of D3 Dopamine Receptor Agonist: qHTS. D3R DiscoveRx beta-arrestin cells, luminescence, 90 min. D(3) dopamine receptor (Homo sapiens), P35462. actives 0.58% (n = 410,000). max activation, %; in the data active means max activation above about 30%; further: 0% is about no effect; mostly tested at two doses, the higher about 12 µM
# Target sequence (P35462 whole entry, looked up): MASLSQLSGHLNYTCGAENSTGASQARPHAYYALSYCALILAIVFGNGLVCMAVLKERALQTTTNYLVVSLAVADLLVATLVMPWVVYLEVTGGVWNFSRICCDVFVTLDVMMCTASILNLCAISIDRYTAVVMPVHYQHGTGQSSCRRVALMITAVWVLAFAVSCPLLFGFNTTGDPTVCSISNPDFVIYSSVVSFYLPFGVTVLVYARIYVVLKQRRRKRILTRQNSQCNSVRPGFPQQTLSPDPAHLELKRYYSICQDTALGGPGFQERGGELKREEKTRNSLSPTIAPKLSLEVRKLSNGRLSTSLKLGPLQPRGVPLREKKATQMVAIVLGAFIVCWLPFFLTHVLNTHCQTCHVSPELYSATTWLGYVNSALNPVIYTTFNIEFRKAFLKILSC
#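 Agonist-mode cell screen: cells plated at 1500/well and incubated overnight at 37 °C, then exposed to library compounds for 90 min at 37 °C. Detection reagent was added for 30–60 min at room temperature, and luminescence was read.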
# HT1080 IDH1KD tx – qHTS for induction of synthetic lethality in tumor cells producing 2HG: qHTS for the HT-1080-IDH1KD cell line; actives 2% (n = 360,000); HT-1080 IDH1 knockdown viability, ATP luminescence, 48 h; AID 686971, 2013; Potency, µM (series often up to 46.1 µM), without a hit: at the highest dose activity, negative = toxicity, hits mostly cytotoxic;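 further: potency means the concentration at half of the fitted maximal effect; 0% = DMSO wells and -100% = cell-free medium wells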
#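 Luminescent ATP read-out (CellTiter-Glo, 10 min at room temperature) after 48 h compound exposure at 37 °C gave viability of IDH1-knockdown HT-1080 cells. Activity was normalised to DMSO and cell-free wells, then fitted as concentration-response curves.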
# D3 antag – qHTS of D3 Dopamine Receptor Antagonist: qHTS; AID 652054, 2013; actives 2.5% (n = 360,000); D(3) dopamine receptor (Homo sapiens), P35462; D3R cells, DiscoveRx beta-arrestin luminescence, antagonist mode; hits give low values; max response, negative = inhibition, %; in the data active means max response below about -50%; inconclusive means no clear call, values can overlap the other calls; further: on the % scale 0 is the no-effect control and ±100 the full control effect; mostly tested at two doses, the higher about 12 µM
#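 Cells expressing the human receptor were seeded at 1500 cells/well, incubated overnight at 37 degrees C in 5% CO2, then exposed to library compounds with dopamine controls for 90 minutes at 37 degrees C before luminescent detection.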
# IL-1B inflam inh – qHTS for Inhibitors of Inflammasome Signaling: IL-1-beta AlphaLISA Primary Screen. THP-1 LPS/ATP IL-1B secretion, AlphaLISA, 16 h; hits give low values. activity change, % at 57.5 µM. actives 4.7% (n = 360,000); in the data active means activity change below about -50%; inconclusive means mostly about -30% to -49%; further: on the % scale 0 is the no-effect control and ±100 the full control effect
#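 THP-1 cells pretreated 1 hr with compounds (up to 57.5 uM final), then stimulated with LPS (250 ng/mL final) plus ATP (1.25 mM final); secreted IL-1B measured by AlphaLISA after 16 hr, decreased signal indicating inhibition.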
# KB-3-1 cytotox – qHTS assay for MDR1-selective chemotherapeutics: Primary screen using the parental adenocarcinoma cell KB-3-1; Potency, µM (top dose mostly 46.1 µM), for the others: at the top dose activity change, negative = cytotoxic, most hits filed as cytotoxic; KB-3-1 viability, CellTiter-Glo ATP luminescence, 72 h; actives 1.4% (n = 400,000); further: potency means the concentration at half of the fitted maximal effect; on the % scale 0 is the no-effect control and ±100 the full control effect; nearly all actives have a fitted effect of over 60% in size
#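 Parental KB-3-1 viability, qHTS format: 72 h compound exposure, 37 °C; CellTiter-Glo; media-only wells and DMSO plates as controls; concentration-effect fits on corrected data.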
# KB-V1 MDR tox – qHTS assay for MDR1-selective chemotherapeutics: Primary screen using the drug-selected MDR subline cells KB-V1; actives 3.4% (n = 400,000); KB-V1 MDR cells viability, CellTiter-Glo, 72 h; Potency, µM (highest dose often 46.1 µM), without a hit: top-dose activity change, negative = cytotoxicity, usual class: cytotoxic; further: potency means the concentration at half of the fitted maximal effect; on the % scale 0 is the no-effect control and ±100 the full control effect; nearly all actives have a fitted effect of over 60% in size
#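 Readout: CellTiter-Glo luminescence, 10 min after addition. Cells: KB-V1 MDR subline, 72 h at 37 degrees C with compound. Analysis: corrected, normalized data fitted to concentration-effect curves.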
# GLP1R ag – qHTS of GLP-1 Receptor Agonists | Glucagon-like peptide 1 receptor (Homo sapiens), P43220 | HEK293 GLP-1R CRE-luciferase, luminescence, 4-6 h; cells express a hypersensitive GLP-1R form | Potency, µM (top dose mostly 45.6 µM), for inactives: top-dose activation, hits mostly activators | actives 0.007% (n = 380,000) | AID 624172, 2012; further: potency means the concentration at half of the fitted maximal effect; % of control where 0% means no effect
# Target sequence (P43220 whole entry, looked up): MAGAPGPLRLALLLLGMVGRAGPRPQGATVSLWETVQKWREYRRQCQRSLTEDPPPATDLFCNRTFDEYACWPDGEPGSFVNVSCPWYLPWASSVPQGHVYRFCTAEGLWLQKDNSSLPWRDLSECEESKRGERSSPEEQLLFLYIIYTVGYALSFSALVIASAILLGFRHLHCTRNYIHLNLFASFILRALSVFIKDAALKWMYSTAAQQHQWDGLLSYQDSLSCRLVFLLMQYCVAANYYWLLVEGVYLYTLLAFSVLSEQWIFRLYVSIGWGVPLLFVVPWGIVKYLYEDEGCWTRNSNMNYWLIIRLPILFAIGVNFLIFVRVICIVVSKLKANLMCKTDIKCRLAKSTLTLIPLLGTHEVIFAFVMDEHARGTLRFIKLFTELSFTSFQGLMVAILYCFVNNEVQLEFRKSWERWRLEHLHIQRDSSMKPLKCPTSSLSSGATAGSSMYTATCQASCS
# HT1080-NT tox – qHTS for induction of synthetic lethality in tumor cells producing 2HG: qHTS for the HT-1080-NT fibrosarcoma cell line | AID 686970, 2013 | Potency, µM (titrated, usually from 46.1 µM), for inactives: at the highest dose activity, negative = less viability, usual class: cytotoxic | actives 1.6% (n = 360,000) | HT-1080-NT fibrosarcoma viability, CellTiter-Glo ATP luminescence, 48 h;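 further: NT is the 2HG producing partner of a matched IDH1 knockdown line; potency means the concentration at half of the fitted maximal effect; 0% = DMSO-treated cells and -100% = media-only wells without cells; nearly all actives have a fitted effect of over 55% in size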
#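 Viability of the 2HG-overproducing fibrosarcoma line after 48 hours of compound exposure at 37 degrees C was determined by luminescence with CellTiter-Glo, and concentration-effect curves were then fitted and categorized.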
# SW480 rereplic – A quantitative high throughput screen for small molecules that induce DNA re-replication in SW480 colon adenocarcinoma cells | AID 624297, 2012 | SW480 DNA re-replication, Hoechst DNA content imaging, 48 h | Potency, µM (series often up to 46.1 µM), without a hit: at the highest dose re-replication activation, actives largely listed as activators | actives 1.8% (n = 340,000); further: potency means the concentration at half of the fitted maximal effect; % of control where 0% means no effect; nearly all actives have a fitted effect of over 55% in size
#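 Image-based DNA-content assay: after two days of treatment, nuclei were labelled with the DNA dye Hoechst and imaged, and hits were compounds raising the count of nuclei showing high fluorescence intensity.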
# * marks the source's active call; other numbers are inactive results; ? = inconclusive; / = not tested or not shown; [ ] = dose if it differs, or a comment. Unless noted, the call rests on the fitted dose curve; in most records, active means well fitted curve in the direction sought with a large enough effect; inconclusive means small, poorly fitted or top-dose-only effect, or another doubt; inactive means no such curve, though single readings can be large; an effect the other way counts as inactive or inconclusive. This is a random part of the collection; any-hit rate near 12%.
SMILES,DRD3 agonist,HT1080 IDH1KD tx,D3 antag,IL-1B inflam inh,KB-3-1 cytotox,KB-V1 MDR tox,GLP1R ag,HT1080-NT tox,SW480 rereplic
O=C(Cc1c(F)cccc1Cl)N1CCN(C(=O)c2ccco2)CC1,-1,3%,-6,-19,0%,13%,-20%,9%,-2%
c1csc(-c2nc3c4ccccc4c4ccccc4c3[nH]2)c1,-3,?,10,-5,?,?,-9%,-25%,2%
Cc1ccc(SCC(=O)NC(=O)c2ccccc2Br)c(C)c1,0,6%,2,12,10%,26%,0%,-3%,-8%
Cc1cc(=O)[nH]c(SCC(=O)Nc2ccc(F)cc2)c1C#N,-1,?,7,-15,-14%,0%,7%,-14%,?
CC(C)(C)c1cc(NCc2ccccn2)n2ncc(-c3ccccc3)c2n1,-7,21µM*,-16,0,-13%,?,26%,?,-24%
COc1ccc(CN(C)C(=O)CCl)cc1,-3,?,-24,-98*,2%,8%,14%,?,?
CC(C)NC(=S)Nc1ccc(Oc2ccccc2)cc1,-4,-2%,0,-2,-6%,-16%,4%,-1%,3%
CCCCC[C@H]1CN(Cc2ccccc2)C(=O)[C@@H]1CC(=O)NCc1ccccc1,-13,-8%,-27,-51*,?,?,-4%,-11%,24%
CCN(C(=S)Nc1cc(S(=O)(=O)N2CCOCC2)ccc1Cl)c1cccc2ccccc12,3,-6%,9,9,9%,?,5%,-5%,19%
CC1(C)Cc2cccc(OCC(=O)N3CCN(S(=O)(=O)c4ccc(F)cc4)CC3)c2O1,2,0%,3,-20,11%,-19%,-2%,-11%,0%
Fc1ccc(/C=C2\CCCC3=C2Nc2ncnn2C3c2ccc(F)cc2)cc1 (centres undefined),-7,6.5µM*,-18,-122*,21µM*,?,-37%[inhibitor],7.3µM*,23µM*
CCOc1ccc(N2CC(C(=O)NCCN3C(=O)S/C(=C\c4ccc(OC)cc4)C3=O)CC2=O)cc1 (centres undefined),6,10%,2,14,4%,1%,0%,6%,-8%
CCC(=O)NCc1c(C)c(C)n(Cc2ccccc2)c1-n1cccc1,4,11%,10,-6,1%,-5%,6%,1%,-7%
Cc1cc(C)c2c(c1)cc(C)c1nnc(SCC(=O)N3CCCc4ccccc43)n12,1,5%,6,0,5%,?,20%,16%,2%
CN(C)S(=O)(=O)N1CCC(C(=O)O)(c2ccccc2)CC1,9,-1%,13,22,-1%,-2%,-11%,10%,-1%
CCOc1ccc(CNC(=O)C2CCN(c3nnc(C)c4c(C)n(-c5ccc(C)cc5)nc34)CC2)cc1,0,0%,-3,-99*,?,-22%,3%,-8%,?
COc1ccc(C2C=C(c3ccc(C)cc3)Nc3ncnn32)cc1 (centres undefined),-6,-4%,0,-9,?,-26%,-5%,2%,?
Cc1ccccc1-c1cnc(C(O)c2ccc(-c3ccccc3)cc2)[nH]1 (centres undefined),-9,?,0,10,?,0%,-2%,?,/
O=C(COC(=O)Cc1n[nH]c(=O)c2ccccc12)NNC(=O)c1ccccc1,11,-1%,-13,51,-8%,4%,13%,-19%,-260%[inhibitor]
O=C(CCc1ccccc1)NNC(=O)c1ccco1,3,10%,5,3,4%,14%,1%,9%,6%
COCCN1C(=O)c2ccccc2C1c1nnnn1Cc1ccccc1 (centres undefined),3,5%,2,22,12%,?,-5%,7%,/
COC(=O)C1C(=O)c2c([nH]c(C(=O)OC3CCCC3C)c2C)CC1C (centres undefined),3,0%,3,-26,-7%,?,25%,-5%,2%
CCOC(=O)[C@H]1[C@H]2COc3ccc(OC)cc3[C@@H]2N2C(=O)CN(Cc3ccc(OC)cc3)C(=O)[C@@]12C,2,-1%,30,9,5%,?,11%,8%,2%
Nc1nnc(Cc2ccccc2)s1,-4,7%,-10,40,17%,5%,-10%,7%,-1%
CCCCc1nc(SCCOC)c2c(=O)n(C)c(=O)n(C)c2n1,3,3%,0,26,13%,?,10%,2%,0%

# Brought forward from above: 5 entries, followed by the next part.
SMILES,DRD3 agonist,HT1080 IDH1KD tx,D3 antag,IL-1B inflam inh,KB-3-1 cytotox,KB-V1 MDR tox,GLP1R ag,HT1080-NT tox,SW480 rereplic
COCCN1C(=O)c2ccccc2C1c1nnnn1Cc1ccccc1 (centres undefined),3,5%,2,22,12%,?,-5%,7%,/
COC(=O)C1C(=O)c2c([nH]c(C(=O)OC3CCCC3C)c2C)CC1C (centres undefined),3,0%,3,-26,-7%,?,25%,-5%,2%
CCOC(=O)[C@H]1[C@H]2COc3ccc(OC)cc3[C@@H]2N2C(=O)CN(Cc3ccc(OC)cc3)C(=O)[C@@]12C,2,-1%,30,9,5%,?,11%,8%,2%
Nc1nnc(Cc2ccccc2)s1,-4,7%,-10,40,17%,5%,-10%,7%,-1%
CCCCc1nc(SCCOC)c2c(=O)n(C)c(=O)n(C)c2n1,3,3%,0,26,13%,?,10%,2%,0%
COc1cc(NC(=O)c2ccc(Cl)cc2)c(OC)cc1NC(=O)CN1CCCCC1,-1,?,6,-84*,?,-28%,19%,?,?
COc1cccc(C2CC(c3ccc(NS(C)(=O)=O)cc3)=NN2C(=O)c2ccccc2)c1OC (centres undefined),2,-7%,-6,7,9%,?,6%,0%,7%
Cc1nc(CSc2nsc(C)c2C#N)cs1,-9,?,-11,0,-4%,-13%,20%,9%,2%
O=C(CNC(=O)Cn1ccc2ccccc2c1=O)NCCCN1CCN(c2cccc(Cl)c2)CC1,-1,-7%,-75*,?,-17%,-2%,-1%,-8%,-7%
O=C(c1ccc(N2CCN(C(=O)c3ccc(F)cc3F)CC2)cc1)c1cccc(F)c1,8,-5%,23,-18,-3%,?,0%,-1%,-12%
Cc1ccc(C)c(NS(=O)(=O)c2cc(C(=O)NCc3ccco3)ccc2C)c1,18,-6%,2,?,20%,4%,3%,5%,-2%
CC(C)(C)NC(=O)CCC1COc2ccccc2O1 (centres undefined),-4,2%,-6,-9,-7%,-13%,-8%,-1%,-12%
CN(C(=O)CSc1nc(N)cc(N)n1)C1CCS(=O)(=O)C1 (centres undefined),-1,4%,4,1,7%,?,3%,5%,-1%
CCOc1ccc(CCNC(=O)Cn2ccc3cc(S(=O)(=O)N4CCCC4)ccc32)cc1,10,-7%,0,23,?,?,-1%,-26%,-1%
Cc1ccc(S(=O)(=O)N2CCCCC2)cc1NC(=O)COc1ccccc1F,5,-17%,4,-4,-7%,0%,15%,0%,6%
c1ccc(-c2ccccc2OCCN2CCCCC2)cc1,-9,-1%,?,-1,10%,?,-5%,-1%,-5%
COc1cc(Cn2c3ccc(NC(=O)CC(C)(C)C)cc3c(=O)n2C)ccc1F,9,7%,32,-18,0%,4%,-4%,4%,/
CS(=O)(=O)c1ccc2nc(NC(=O)c3ccc(NS(=O)(=O)c4ccc(F)c(F)c4)cc3)sc2c1,5,0%,-7,80,-3%,-7%,3%,0%,-3%
COC(=O)CCCN1C(=O)NC(c2ccc(-c3ccccc3)cc2)C(C(=O)OCc2ccccc2)=C1C (centres undefined),-10,-4%,-1,-9,7%,-1%,16%,-5%,24%[9.22 µM]
CN(C)C(=O)c1cn(N(C)c2ncc(C(F)(F)F)cc2Cl)c(=O)c2ccccc12,-11,13%,?,0,1%,-4%,-1%,7%,2%[9.22 µM]
COc1ccc(-c2nnc(N(C)C(=O)c3ccno3)s2)cc1,-1,4%,35,-7,-2%,-7%,-9%,-8%,-2%
COc1ccc(OC(=O)C(C)N2C(=O)c3ccccc3C2=O)cc1 (centres undefined),1,-3%,26,19,0%,-22%,-2%,-8%,-5%
CCOC(=O)/C(C#N)=C1/C(=O)N(Cc2ccccc2)c2ccccc21,-9,-14%,-25,-12,3%,-10%,4%,-3%,?
COc1cccc(-n2c(SCC(=O)Nc3ccc4c(c3)OCO4)nc3c([nH]c4ccccc43)c2=O)c1,5,/,/,/,-1%,-10%,9%,/,/
O=[N+]([O-])c1cccc(COc2ncnc3cc([N+](=O)[O-])ccc23)c1,5,-18%,8,76,23%,-1%,20%,-23%,8%
N#Cc1c(SCC(=O)O)nc(-c2ccccc2)c2c1CCCC2,2,-4%,?,17,10%,9%,-14%,-10%,-1%[9.22 µM]
CCCCCCNC(=O)CSc1nccn1Cc1ccccc1,1,9%,-2,-7,10%,?,2%,-11%,-8%
CC1(C)CN(c2ccc(CC#N)cc2)C1=O,8,10%,10,1,11%,2%,4%,11%,-5%
CC(C)(C)c1cc(CCC(=O)N2CCCC2)cc(C(C)(C)C)c1O,3,-16%,-7,-21,0%,-13%,-1%,-4%,6%
NS(=O)(=O)c1ccc(NC(=S)Nc2ccc(S(=O)(=O)N3CCCC3)cc2)cc1,0,11%,2,4,10%,-1%,3%,-1%,-23%
CCN1CCCC1CNc1ncnc2c1[nH]c1ccc(F)cc12 (centres undefined),-14,?,-22,-94*,7%,?,5%,?,6%
Cc1[nH]c(=O)[nH]c(=O)c1S(=O)(=O)N1CCOCC1,3,17%,24,3,5%,17%,-3%,19%,-2%
CC1CCCCN1S(=O)(=O)c1ccc(NC(=O)c2cccc(-n3cnnn3)c2)cc1 (centres undefined),2,-16%,5,?,-1%,7%,6%,-2%,-4%
COCc1cc(=O)n2[nH]cc(-c3ccccc3)c2n1,4,-27%,6,2,?,?,0%,-5%,1%
Cc1cc(Oc2ccccc2)nc(N)n1,13,-6%,16,12,7%,0%,-7%,-2%,-10%

# Source: PubChem
